Rac1 wt modul: human Rac1 wildtype GTP binding, inhibitors and activators; GST-Rac1 beads, fluorescent GTP binding, flow cytometry; actives lie on both sides; 0 = cold GTP competed, 100 = untreated; GTP binding activity (% of control), % at 10 µM; 190,000 compounds, 0.27% hits;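 active = GTP binding activity at least 20 points away from the 100% control level, either lower or higher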
Avidin fluor: compound fluoresces at 488/530 nm on avidin beads; 220,000 compounds, 0.38% hits; fluorescence (KMESF) at 10 µM; compound fluorescence 488/530 nm, flow cytometry; hits give high values; in the data active = fluorescence above about 47; note: inactives centre near 10
ABCG2 block: inhibitors of human ABCG2 transporter, ABCB1 counter-screen; inhibition, % at 6.6 µM; IgMXP3 cells, JC-1 efflux, flow cytometry; 190,000 compounds, 0.1% hits;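 active = inhibition above 80%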;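 note: 0% = DMSO and 100% = nicardipine control wells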
Target sequence (Q9UNQ0 whole entry, looked up): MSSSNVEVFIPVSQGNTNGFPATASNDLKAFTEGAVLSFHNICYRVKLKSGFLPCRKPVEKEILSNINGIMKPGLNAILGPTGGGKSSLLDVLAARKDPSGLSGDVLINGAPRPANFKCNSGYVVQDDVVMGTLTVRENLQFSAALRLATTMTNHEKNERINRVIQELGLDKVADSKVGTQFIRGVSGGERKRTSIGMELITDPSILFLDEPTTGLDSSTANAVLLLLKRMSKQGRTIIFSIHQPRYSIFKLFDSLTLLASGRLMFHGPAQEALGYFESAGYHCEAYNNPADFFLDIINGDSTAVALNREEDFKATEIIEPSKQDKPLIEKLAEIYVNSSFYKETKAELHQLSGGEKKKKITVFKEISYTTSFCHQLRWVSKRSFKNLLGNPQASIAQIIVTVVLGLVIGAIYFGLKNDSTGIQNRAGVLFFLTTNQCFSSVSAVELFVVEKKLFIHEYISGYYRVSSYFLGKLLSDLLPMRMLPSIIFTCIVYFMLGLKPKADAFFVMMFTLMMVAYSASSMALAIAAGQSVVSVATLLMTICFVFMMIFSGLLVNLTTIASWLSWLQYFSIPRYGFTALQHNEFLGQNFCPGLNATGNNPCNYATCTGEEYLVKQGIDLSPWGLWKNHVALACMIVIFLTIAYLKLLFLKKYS
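Test system: IgMXP3 (ABCG2) plus far-red-tagged CCRF-Adr (ABCB1) cells. Reagent: JC-1 dye as substrate. Timing: 10 min exposure at 25 °C with rotation, no wash. Measured by: flow cytometric JC-1 green MFI at 530 nm. Read-out: percent efflux inhibition, scaled nicardipine 100% to DMSO 0%. Control set: nicardipine and DMSO wells.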
HRas wt GTP bind: human HRas wildtype GTP binding, change in either direction | P01112 | GST-Ras wt beads, Bodipy-FL-GTP binding, flow cytometry; actives lie on both sides | GTP binding activity, % at 10 µM | 190,000 compounds, 0.14% hits | AID 759;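 active = GTP binding activity at least 20% away from the 100% baseline, either lowered as inhibitor or raised as activator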;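 note: 0% = unlabeled GTP competition control and 100% = no-compound control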
Target sequence (P01112 whole entry, looked up): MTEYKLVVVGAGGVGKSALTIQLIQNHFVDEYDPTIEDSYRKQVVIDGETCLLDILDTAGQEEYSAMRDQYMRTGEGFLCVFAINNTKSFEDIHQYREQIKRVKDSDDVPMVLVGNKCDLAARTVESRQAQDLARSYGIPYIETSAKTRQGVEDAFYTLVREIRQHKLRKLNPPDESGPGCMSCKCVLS
Rab7 wt GTP bind: dog Rab7 wildtype GTP binding, inhibitors and activators; GST-Rab7 beads, fluorescent GTP binding, flow cytometry; actives lie on both sides; untreated = 100%, excess cold GTP = 0%; GTP binding activity (percent of control), % at 10 µM; 190,000 compounds, 0.055% hits; AID 758;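 active = fluorescent GTP binding to Rab7 beads changed by at least 20 points from the 100% baseline, either direction, mostly lower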;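 note: median green fluorescence of bound Bodipy-FL-GTP per Rab7 bead population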
ABCB1 block: blocks JC-1 efflux by human ABCB1 transporter; P08183; CCRF-Adr cells, flow cytometry; inhibition, % at 6.6 µM; 190,000 compounds, 0.067% hits; in the data active = inhibition above about 40%;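 note: 0% = vehicle and 100% = reference inhibitor; higher value means more JC-1 retained so stronger ABCB1 efflux block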
Pf gametocyte: kills late stage P. falciparum gametocytes; P. falciparum stage V gametocytes, ATP luminescence, 24 h; inhibition, % at 10.9 µM; 150,000 compounds, 0.065% hits; AID 743093;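 active = inhibition above the mean plus 3 SD of compounds within the control limits, set per campaign, cut at about 38% in these data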;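 note: 0% = DMSO wells and 100% = medium only without gametocytes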
Rab2A wt mod: changes GTP binding to wildtype dog Rab2A, up or down | P61105 | GST-Rab2 wt beads, Bodipy-GTP binding, flow cytometry | 190,000 compounds, 0.19% hits | GTP binding activity, % at 10 µM;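 active = GTP binding activity at least 20 points away from 100%, either lowered or raised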;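 note: 0% = beads with excess unlabeled GTP and 100% = no-compound control corrected for plate trend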
GSH bead fluor: GSH bead compound fluorescence profile; GSH beads flow cytometry, compound fluorescence 488/530 nm; hits give high values; fluorescence (KMESF) at 10 µM; 190,000 compounds, 0.25% hits; AID 1776; in the data active = fluorescence above about 89;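 note: glutathione beads carrying GST-tagged Bcl family fusion proteins plus one bare bead set; values are compound well signal with DMSO vehicle wells as background; inactives centre near 16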
Rac1 act GTP bind: alters GTP binding to activated mutant human Rac1 | P63000 | GST-Rac1 activated beads, fluorescent GTP binding, flow cytometry; actives lie on both sides; 100% means binding = to untreated wells | percent activity (GTP binding), % at 10 µM | 190,000 compounds, 0.11% hits;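 active = GTP binding at least 20 percentage points away from the 100% baseline, in either direction, so actives lie on both sides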
Cdc42 wt: modulators (inhibitors or activators) of GTP binding to human Cdc42 wildtype; 190,000 compounds, 0.2% hits; percent activity (GTP binding), % at 10 µM; GST-Cdc42 beads, Bodipy-GTP binding, flow cytometry; actives lie on both sides; AID 761; P60953;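 active = percent activity GTP binding at least 20 points away from the 100% baseline, either down as inhibitor or up as activator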;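 note: median bead fluorescence of bound Bodipy-FL-GTP at 100 nM; 0% = excess unlabeled GTP control and 100% = no compound control; below 100% means less GTP binding so inhibitor and above means activator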
Target sequence (P60953 whole entry, looked up): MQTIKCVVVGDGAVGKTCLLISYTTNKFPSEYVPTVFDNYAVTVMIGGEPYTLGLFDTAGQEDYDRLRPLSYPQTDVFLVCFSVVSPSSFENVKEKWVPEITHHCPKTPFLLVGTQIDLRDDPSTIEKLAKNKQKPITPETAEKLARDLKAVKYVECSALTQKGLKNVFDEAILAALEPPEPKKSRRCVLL
* hit, by the source's call; · = no result given.

SMILES	Rac1 wt modul	Avidin fluor	ABCG2 block	HRas wt GTP bind	Rab7 wt GTP bind	ABCB1 block	Pf gametocyte	Rab2A wt mod	GSH bead fluor	Rac1 act GTP bind	Cdc42 wt
CC(=O)OCC1OC(n2ncc(=O)n(Cc3ccccc3)c2=O)C(OC(C)=O)C1OC(C)=O (stereo not given)	96	10	1	98	94	0.2	-10	97	68	96	99
CSc1ccc(/C=N/Nc2ccc(Cl)c(C(=O)O)c2)cc1	95	11	-1	94	91	-0.4	-2	92	11	93	91
O=C(CCc1nc2ccccc2[nH]c1=O)OCc1ccc(S(=O)(=O)N2CCOCC2)cc1	105	17	5	101	102	1.1	-1	100	34	99	103
CCOc1c2ccc(C(=O)NCc3cc(C(F)(F)F)cc(C(F)(F)F)c3)cc2nn1CCOC	103	10	2	103	98	0.7	-15	102	22	100	103
O=C(NC1CCCCCC1)c1c2c(nc3ccccc13)CCN(Cc1ccccc1)C2	101	3	1	99	98	2.3	8	98	6	99	99
CC(C)(C)c1cc(=O)[nH]c(SCc2ccccc2Cl)n1	98	13	12	96	100	1.7	·	96	28	93	95
CCn1c(NCc2cccc(OC)c2OC)nc2ccccc21	102	26	2	97	104	0.2	·	97	14	97	99
COc1cc(C)c(Cl)cc1S(=O)(=O)NCc1ccco1	97	10	2	100	103	0.5	7	99	12	97	98
O=C(NCc1cccnc1)/C(=C\c1ccc(-c2ccc(Br)cc2)o1)S(=O)(=O)c1ccccc1	98	3	-1	96	101	0.1	-12	99	17	96	92
Cc1ccc2c(c1)C(c1ccc([N+](=O)[O-])cc1)=NNC(c1ccc(Br)cc1)=N2	101	13	3	98	103	0.4	10	95	7	99	99
O=C(Nc1ccccc1)OC1C2CCC1C(N1CCCCC1)CC2 (stereo not given)	96	7	1	95	93	0.2	·	93	5	95	96
CC1CN(C(=O)Nc2ccc3snnc3c2)c2ccccc21 (stereo not given)	97	7	4	98	97	0.6	·	97	16	98	97
O=C(CCNC(=O)c1ccccc1)NCC1CCCCC1	94	17	6	95	91	1.3	-27	94	12	96	99
COc1cccc(NC(=O)CN2CCN(S(=O)(=O)c3ccc(F)cc3)CC2)c1	91	11	0	94	90	0.4	26	93	32	93	94
Cc1ccccc1NC(=O)COC(=O)c1ccc(CSc2ccc(Cl)cc2)cc1	103	2	-8	99	103	-0.3	0	95	17	97	98
Oc1ccc(Br)cc1-c1cc(-c2ccccc2F)[nH]n1	106	30	60	100	94	0.5	0	100	26	99	101
COc1ccccc1CNS(=O)(=O)c1ccc2c(c1)oc(=O)n2C	106	8	1	103	101	0.3	·	102	23	102	99
NC(=O)c1ccccc1NC(=O)c1ccccc1S(=O)(=O)c1ccccc1[N+](=O)[O-]	101	11	8	98	96	1.8	5	96	5	100	96
CCCc1cc(C(=O)Nc2cccnc2Cl)no1	106	7	7	107	102	1.0	·	109	19	102	109
Cc1ccc(C(=O)NCC(=O)OC(C)C(=O)NCCC2=CCCCC2)cc1C (stereo not given)	100	3	8	100	103	0.4	9	99	11	98	99
CCCNC(=O)NC(=O)COC(=O)c1ccc(OC)c(S(=O)(=O)N2CCCc3ccccc32)c1	91	13	6	95	94	1.8	·	92	29	93	93
CCc1nc(C)cn1S(=O)(=O)c1cc(OC)c(C)cc1C	108	8	0	105	106	0.1	·	102	14	99	102
CCC(C)(C)NC(=O)C(c1ccc(C)o1)N(Cc1cccs1)C(=O)Cn1nnc2ccccc21 (stereo not given)	101	14	3	101	103	3.1	·	101	21	98	100
C=CCNc1nc(N)c(C(=O)c2ccc3c(c2)OCO3)s1	98	23	4	96	97	0.2	20	94	22	93	93
CCOC(=O)c1ccc(NC(=O)C2CCCN(S(=O)(=O)c3ccc(F)cc3)C2)cc1 (stereo not given)	100	20	2	101	102	1.0	5	100	12	97	103
COc1ccc(CCNC(=O)c2cn3ccc(C)cc3n2)cc1OC	96	18	6	95	95	1.6	-5	96	16	99	95
COc1ccc(NC(=O)CCSCCC(=O)Nc2ccc(OC)cc2OC)c(OC)c1	106	14	20	100	100	1.7	·	99	11	102	102
O=C(CC1SCCNC1=O)Nc1ccc(Cl)c(Cl)c1 (stereo not given)	103	12	11	99	97	0.6	22	98	29	97	100
S=C(NCc1cccnc1)Nc1ccc(Cl)c(Cl)c1	102	11	-1	101	101	-0.7	-27	101	24	102	100
COc1ccc(S(=O)(=O)O/N=C2\CCCc3ccccc32)cc1	102	7	2	100	100	0.4	·	101	27	97	99
CCc1ccccc1NC(=O)Nc1cccc(F)c1	94	10	10	93	92	0.5	·	93	19	95	102
Cc1cccc2cc(C#N)c(NCCCn3ccnc3)nc12	96	31	1	96	97	0.2	9	94	13	95	95
O=C(CSc1ncccc1C(=O)O)c1ccc2ccccc2c1	104	28	-1	103	103	-0.4	-5	98	14	97	103
Cc1ccccc1Nc1nc(N)nc(CSc2nc3ccccc3c(=O)n2C)n1	113	8	3	104	105	0.7	-5	105	11	103	106
Cc1ccc(S(=O)(=O)NC(=NC(C)C)c2ccccc2)cc1	98	11	2	95	99	0.9	-4	98	10	96	94
O=C(c1ccc(NS(=O)(=O)c2cccc3cccnc23)cc1)N1CCCCC1	99	11	5	98	96	1.4	·	98	12	95	95
CC1C/C(=N/N2C(=O)CSC2=S)CC(C)(C)C1 (stereo not given)	101	11	-8	98	101	-0.9	5	99	23	98	98
O=C(c1ccc(Cl)cc1)c1ccc(CN2C(=O)c3ccccc3C2=O)o1	105	7	0	100	97	0.1	17	97	4	98	102
CC1=C(C(=O)Nc2ccccn2)C(c2ccc(Cl)cc2Cl)NC(=S)N1 (stereo not given)	99	6	3	96	99	0.6	16	96	18	95	96
CSc1nc(SCC(N)=O)c2c3c(sc2n1)CN(C)CC3	98	33	1	97	94	0.1	·	94	12	94	99

6 entries out of the list, arranged by length of the SMILES, high to low:
SMILES	Rac1 wt modul	Avidin fluor	ABCG2 block	HRas wt GTP bind	Rab7 wt GTP bind	ABCB1 block	Pf gametocyte	Rab2A wt mod	GSH bead fluor	Rac1 act GTP bind	Cdc42 wt
CCC(C)(C)NC(=O)C(c1ccc(C)o1)N(Cc1cccs1)C(=O)Cn1nnc2ccccc21 (stereo not given)	101	14	3	101	103	3.1	·	101	21	98	100
Cc1ccc(S(=O)(=O)NC(=NC(C)C)c2ccccc2)cc1	98	11	2	95	99	0.9	-4	98	10	96	94
COc1ccc(CCNC(=O)c2cn3ccc(C)cc3n2)cc1OC	96	18	6	95	95	1.6	-5	96	16	99	95
C=CCNc1nc(N)c(C(=O)c2ccc3c(c2)OCO3)s1	98	23	4	96	97	0.2	20	94	22	93	93
CC1C/C(=N/N2C(=O)CSC2=S)CC(C)(C)C1 (stereo not given)	101	11	-8	98	101	-0.9	5	99	23	98	98
S=C(NCc1cccnc1)Nc1ccc(Cl)c(Cl)c1	102	11	-1	101	101	-0.7	-27	101	24	102	100

Remaining list, next part
SMILES	Rac1 wt modul	Avidin fluor	ABCG2 block	HRas wt GTP bind	Rab7 wt GTP bind	ABCB1 block	Pf gametocyte	Rab2A wt mod	GSH bead fluor	Rac1 act GTP bind	Cdc42 wt
CCOC(=O)c1ccc(NC(=O)CC2OCCN(CC)C2=O)cc1 (stereo not given)	101	9	0	101	101	-0.1	-18	102	18	99	102
O=C1CSC(c2cccnc2)N1c1ccc(F)cc1 (stereo not given)	104	32	0	100	102	0.0	-17	98	24	97	99
O=C(NCc1ccncc1)c1cncc(Br)c1	95	7	0	96	97	-0.2	-13	96	18	94	94
COc1ccc(C)cc1NC(=O)c1nnn(Cc2cccc(C(F)(F)F)c2)c1N	100	10	11	93	102	-0.1	5	99	8	95	97
N/C(=N\c1nc2c(c(=O)[nH]1)CCC2)Nc1cccc(Cl)c1	97	13	17	98	99	0.7	·	94	8	96	97
CCOCCCNc1ncnc2c1[nH]c1ccccc12	108	34	9	104	103	1.5	·	105	14	103	108
CCOC(=O)C1(Cc2cccc(OC)c2)CCN(C(C)CC(C)(C)O)CC1 (stereo not given)	101	15	2	96	95	0.2	-2	98	12	98	103
CCOC(=O)c1cc(-c2ccc(C)cc2)nc2nc(SC)[nH]c(=O)c12	109	8	3	100	101	0.1	-5	102	3	102	101
CCN1CCN(C(=O)/C=C/c2ccc([N+](=O)[O-])cc2)CC1	100	6	28	97	97	0.7	9	98	11	98	97
CCn1c(-c2cccnc2)n[nH]c1=S	99	6	-2	97	96	-0.6	-28	98	10	99	98
CCC(=O)NCCNc1nc2cc(C)c(C)cc2cc1C#N	95	13	4	100	95	0.7	·	98	64	99	101
CCC1CCC(c2nnc(-c3ccc([N+](=O)[O-])cc3)o2)CC1 (stereo not given)	95	12	6	95	98	0.4	-4	94	13	96	96
CN(Cc1ccccc1)c1nc(N)c([N+](=O)[O-])c(NCc2ccccc2)n1	102	8	24	99	99	3.1	-2	99	16	97	100
COc1ccc(-c2csc(NC(=O)c3cccs3)c2C(=O)O)cc1OC	91	9	11	92	102	-1.1	-9	90	11	95	92
CC(C)N1CSC(=S)N(Cc2ccccc2)C1	99	5	0	98	97	-0.1	·	97	23	96	97
COc1ccc(C)cc1N(C(=O)COc1cccc(F)c1)c1nc2ccccc2s1	104	15	15	99	101	2.5	20	99	16	100	103
Cc1ccc(C)c(N2CCN(C(=O)C3CCN(S(=O)(=O)c4cccc5nsnc45)CC3)CC2)c1	100	6	4	99	97	1.3	·	98	24	98	100
CCCn1c(O)c(N=N)c2ccccc21	100	10	1	100	103	0.3	·	99	20	98	96
COC(=O)[C@H](CCSC)NC(=O)Nc1ccc(C(C)=O)cc1	107	10	2	101	105	0.5	0	103	24	101	103
CCc1nc(NC2CCCCC2)c(C#N)c2c1COC(C)(C)C2	93	9	6	96	94	0.6	21	94	51	94	96
CCOC(=O)c1ccc(NC(=S)N(CCCN2CCCCC2)Cc2ccco2)cc1	102	9	1	100	98	0.1	11	100	12	100	100
OCCCCNCc1cc(Br)ccc1OCc1ccccc1F	103	5	1	101	102	2.8	-21	103	20	100	97
Cc1cccc(N2CCN(C(=O)c3ccc(N4CCCC4=O)cc3)CC2)c1C	101	9	0	99	99	0.1	-19	99	57	98	100
Oc1ccc2cccnc2c1	104	12	-5	101	100	-4.7	-71	100	24	100	102
O=C(Nc1nnc(SCc2ccccc2F)s1)c1ccco1	105	4	7	100	96	-0.5	·	101	9	100	101
CC(C)(C)c1ccc(/C=N/OCC(=O)NCc2ccccc2)cc1	103	12	14	97	99	-1.9	6	97	22	96	98
CCc1cc2c3c(c1)/C(=C1/SC(N)=NC1=O)C(=O)N3C(C)(C)C=C2C	96	5	5	96	96	0.4	4	96	34	94	98
COc1cccc(NC(=S)NNC(=O)Cn2nc(C(F)(F)F)cc2C)c1	102	16	10	102	99	1.4	10	100	15	100	102
Cc1cccc(-n2ncc(C#N)c2-n2cccc2)c1	104	20	12	100	102	0.6	·	99	27	99	101
